697 NFkB inh: inhibitors of PMA/ionomycin-induced NF-kB reporter, 697 cells, primary screen, B-cell NF-kB inhibitor project, cell-based, luminescence, uHTS; 697 B-cell NF-kB luciferase reporter, 16 h; actives 0.33% (n = 330,000); inhibition, % at 4 µM; in the data active = inhibition above about 35%
CCR6 antagonist: CCR6 receptor antagonists, primary screen, cell-based, CHO-K1, luminescence, beta-arrestin, uHTS; CHO-K1 CCR6 PathHunter beta-arrestin, CCL20-stimulated; inhibition, % at 20 µM; actives 0.49% (n = 340,000);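 active = compounds whose inhibition of the agonist-driven luminescence signal at 20 µM reaches about 50%, limit read from the data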;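 note: cells stimulated with CCL20 at 14 nM final; plate controls were DMSO with CCL20 for no effect and DMSO without agonist for full effect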
Target sequence (P51684 whole entry, looked up): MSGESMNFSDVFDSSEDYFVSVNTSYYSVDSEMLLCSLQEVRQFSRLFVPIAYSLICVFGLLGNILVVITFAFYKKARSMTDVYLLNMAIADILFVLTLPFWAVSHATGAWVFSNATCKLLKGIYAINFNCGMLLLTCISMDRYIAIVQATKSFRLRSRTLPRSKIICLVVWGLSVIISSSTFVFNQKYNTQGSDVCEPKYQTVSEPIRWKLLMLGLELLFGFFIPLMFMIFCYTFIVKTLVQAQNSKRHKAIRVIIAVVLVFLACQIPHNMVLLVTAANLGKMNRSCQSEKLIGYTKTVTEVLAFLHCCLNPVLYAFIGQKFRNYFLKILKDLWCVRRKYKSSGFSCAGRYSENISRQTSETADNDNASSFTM
XBP1 UPR activ: activators of adaptive XBP1 UPR arm, primary screen, cell-based, CHO-XBP1 luciferase reporter, luminescence, uHTS; AID 463104, 2010; activation, % at 20 µM; IRE1-XBP1 UPR activation; percent of tunicamycin response, DMSO as zero; actives 0.33% (n = 330,000);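 active = versus positive control, 20 µM dose yields 30% or more activation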;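 note: 100% = tunicamycin at 10 µg/mL and 0% = DMSO only wells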
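Material: CHO-XBP1 cells stably carrying IRE1-XBP1-driven luciferase reporter | Medium: F12 with 10% serum | Compound dosing: 20 µM single concentration, DMSO 1% | Incubation: Overnight seeding at 37 °C, 6 h compound treatment at 37 °C | Detection: Steady-Glo luminescence read | Read-out basis: % activation of reporter signal versus tunicamycin and DMSO controls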
Mdm2-MdmX inh: inhibitors of human Mdm2-MdmX association, primary screen, cell-based, luminescence, split luciferase, SaOS-2, uHTS | AID 485346, 2010 | Protein Mdm4 (Homo sapiens) + E3 ubiquitin-protein ligase Mdm2 (Homo sapiens), … | actives 3% (n = 330,000) | inhibition, % at 8 µM | SaOS-2 split-luciferase Mdm2/MdmX complementation;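 active = inhibition of at least 50% at 8 µM in the primary screen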
Jurkat NFkB inh: inhibitors of induced NF-kB luciferase reporter, primary screen, TCR NF-kB activation inhibitor project, cell-based, luminescence, uHTS. Jurkat, PMA/ionomycin-induced NF-kB luciferase reporter. inhibition, % at 4 µM. actives 0.53% (n = 330,000); in the data active = inhibition above about 50%
UPR CHOP act: activators of apoptotic CHOP UPR arm, primary screen, cell-based, CHO-CHOP luciferase reporter, luminescence, uHTS; actives 0.34% (n = 330,000); AID 449763, 2010; activation, % at 10 µM; UPR activation; percent of tunicamycin response over DMSO baseline;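 active = at 10 µM dose, activation of 40% or more, normalized to positive control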;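 note: 100% = tunicamycin at 10 µg/mL and 0% = DMSO alone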
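Assay system: CHO-CHOP cells, stable luciferase reporter of PERK-eIF2a-CHOP signalling / Buffer or medium: F12 plus 10% serum / Compound dosing: one dose, 10 µM in 0.5% DMSO / Times: 6 h compound treatment, 37 °C / Technique: luciferase luminescence / Read-out: % reporter activation, DMSO baseline versus tunicamycin full activation / Benchmarks: tunicamycin and DMSO controls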
Gli-Sufu block: Gli-Sufu pathway antagonists, primary screen, luciferase luminescence, Sufu-KO-LIGHT cells, uHTS. actives 0.74% (n = 340,000). Sufu-KO-LIGHT fibroblasts, Gli luciferase reporter luminescence. inhibition, % at 5 µM;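 active = inhibition above about 55%, limit read from the data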;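 note: 0% = DMSO-treated cells and 100% = wells with medium but no cells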
EBI2 block: EBI2 receptor antagonists, beta-arrestin recruitment, primary screen, cell-based, luminescence, 7a,25-OHC stimulation, uHTS; G-protein coupled receptor 183 (Homo sapiens), P32249; 7a,25-OHC stimulated; inhibition, % at 5 µM; actives 0.81% (n = 360,000); AID 651636, 2012; in the data active = inhibition above about 38%;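 note: enzyme fragment complementation signal reports receptor beta-arrestin coupling in cells; 0% = agonist plus DMSO wells and 100% = wells without agonist; some results beyond the cut were filed as inactive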
Target sequence (P32249 whole entry, looked up, the tested form may be a part): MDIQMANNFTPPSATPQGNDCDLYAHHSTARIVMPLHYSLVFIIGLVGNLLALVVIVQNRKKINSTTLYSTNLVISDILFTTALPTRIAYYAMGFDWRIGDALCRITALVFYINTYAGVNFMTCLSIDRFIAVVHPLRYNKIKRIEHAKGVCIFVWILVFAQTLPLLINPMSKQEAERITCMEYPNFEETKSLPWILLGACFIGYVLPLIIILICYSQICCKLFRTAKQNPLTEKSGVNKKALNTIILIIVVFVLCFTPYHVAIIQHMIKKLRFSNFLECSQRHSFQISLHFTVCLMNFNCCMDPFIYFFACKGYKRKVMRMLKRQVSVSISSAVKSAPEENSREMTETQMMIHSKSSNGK
CXCR6 block: CXCR6 receptor inhibitors, primary screen, cell-based, beta-arrestin, luminescence, CHO-K1 PathHunter, 1536-well; C-X-C chemokine receptor type 6 (Homo sapiens), O00574; inhibition, % at 20 µM; actives 0.36% (n = 360,000); in the data active = inhibition above about 34%, passing the limit was not always enough;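 note: antagonist mode with CXCL16 agonist at 10 nM final; 0% = 10 nM CXCL16 with DMSO and 100% = unstimulated wells without agonist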
Target sequence (O00574 whole entry, looked up): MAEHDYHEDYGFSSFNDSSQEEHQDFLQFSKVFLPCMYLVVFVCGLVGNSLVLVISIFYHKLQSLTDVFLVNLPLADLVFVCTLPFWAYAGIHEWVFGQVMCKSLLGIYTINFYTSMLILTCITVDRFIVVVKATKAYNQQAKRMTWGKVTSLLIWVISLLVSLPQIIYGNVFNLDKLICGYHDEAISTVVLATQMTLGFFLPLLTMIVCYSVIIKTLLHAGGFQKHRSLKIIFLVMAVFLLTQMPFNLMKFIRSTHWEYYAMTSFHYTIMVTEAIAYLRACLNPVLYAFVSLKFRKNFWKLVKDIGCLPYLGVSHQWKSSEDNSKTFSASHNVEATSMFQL
Numbers without * were called inactive; nt = no result given.

SMILES | 697 NFkB inh | CCR6 antagonist | XBP1 UPR activ | Mdm2-MdmX inh | Jurkat NFkB inh | UPR CHOP act | Gli-Sufu block | EBI2 block | CXCR6 block
CCOC(=O)C1Oc2ccccc2C(c2ccc(OC)cc2)=C1C(=O)OC (configuration not stated) | -6 | 43 | -3 | -9 | nt | 3.1 | -10 | 4 | 12
Cc1ccc(NC(=O)c2ncn(CCCN[C@H](C)c3cccc4ccccc34)n2)cc1C | nt | 6 | nt | nt | nt | nt | 8 | 13 | -11
O=C(CSc1nnc(-c2ccccc2Cl)o1)Nc1ccccn1 | -68 | -9 | 2 | -16 | -93 | -0.4 | -61 | -6 | -13
O=C(COC(=O)c1ccc([N+](=O)[O-])cc1Cl)NC(=O)c1ccccc1 | -5 | -9 | -2 | 11 | 4 | 0.9 | -7 | -12 | -18
C=CCn1c(CCNC(=O)c2ccccc2F)nnc1SCC(=O)Nc1nc(C)cs1 | 7 | -4 | -3 | 19 | -1 | -3.1 | -21 | 0 | 5
CCOC(CNC(=O)c1cc2c(=O)n(CC)c3ccccc3c2s1)OCC | 16 | -4 | 15 | 10 | 8 | 3.0 | 11 | 2 | -3
COC(=O)Cn1c(=NC(=O)c2cc(OC)c(OC)c(OC)c2)sc2cc(OC)ccc21 | 18 | 7 | 0 | 35 | -15 | -0.1 | 19 | 24 | 5
CN=c1sc2ccccc2n1CC(O)COCc1ccco1 (configuration not stated) | 22 | 1 | -2 | -10 | 8 | -0.9 | -8 | -8 | 6
O=C(COC(=O)CN1C(=O)COc2ccccc21)NCc1ccc(F)cc1 | -8 | -3 | -1 | 8 | -7 | 1.4 | -5 | -4 | 3
Cc1nnc(SCC(=O)NCCc2ccccc2)s1 | -11 | 6 | -2 | -7 | -6 | -0.8 | -10 | -1 | -8
COc1cc(NC(=O)COc2ccccc2[N+](=O)[O-])ccc1NC(=O)c1cccs1 | nt | 17 | nt | nt | nt | nt | -38 | 1 | -2
CCC1CN(S(=O)(=O)c2cc(-c3cc(C)no3)ccc2OC)c2cc(C)ccc2O1 (configuration not stated) | -42 | -2 | -4 | 28 | 31 | 2.2 | 17 | 6 | 4
O=C(/C=C/c1ccc(Cl)cc1Cl)Nc1ccc(CN2CCOCC2)cc1 | -7 | 15 | 1 | 17 | 20 | -0.9 | 17 | 32 | -18
CC(C)[C@H](NC(=O)c1ccccc1)C(=O)OCC(=O)N1CCCCCC1 | 2 | -2 | -3 | -5 | 10 | 1.9 | -2 | -9 | 6
COc1ccc(OC)c(C2=Nn3c(nnc3-c3cc(C)[nH]n3)SC2)c1 | -9 | 12 | 9 | 19 | -9 | 0.5 | 5 | -16 | -1
CSCCC(NC(=O)c1ccco1)C(=O)Nc1ccncc1 (configuration not stated) | -13 | -13 | -9 | 4 | -14 | 0.1 | -3 | -9 | -5
CCCC1=NN2C(=N)/C(=C\c3cc(C)n(-c4cccc(C)c4)c3C)C(=O)N=C2S1 | 20 | 30 | -2 | 14 | 4 | 2.7 | 5 | 0 | 13
O=c1cc(-c2ccccc2F)nc(-c2ccccc2F)o1 | -19 | 24 | -2 | -22 | -11 | 1.3 | -2 | 6 | 3
Oc1ccc(C=NCCc2ccccc2)cc1 | -10 | 1 | -2 | -13 | -3 | -1.7 | 4 | 2 | -18
CC1CCN(C(=O)CCC(=O)Nc2nnc(C3CCCCC3)s2)CC1 | -15 | 17 | -1 | 6 | -6 | -0.3 | -12 | -16 | -6
CCOC(=O)C1CCN(C(=S)Nc2cccc(C)c2)CC1 | -16 | 3 | -4 | 3 | -11 | -1.6 | 1 | -4 | -9
COC(=O)c1ccc(C(=O)OC)c(-n2c(=O)c3ccccc3c3ccccc3c2=O)c1 | 0 | 57* | 5 | 8 | -3 | 1.8 | -21 | 6 | 40*
Cc1ccc(C(C)NC(=S)NCc2ccc(F)cc2)c(C)c1 (configuration not stated) | -6 | 15 | -2 | 16 | 12 | 0.4 | 1 | 4 | 3
COc1cccc(N2CCN(S(=O)(=O)c3cccc4nsnc34)CC2)c1 | 18 | 11 | -2 | -19 | 6 | 0.5 | -4 | 4 | -7
Cc1c(C=O)c2ccccn2c1C(=O)c1ccncc1 | 14 | -2 | 2 | 23 | 8 | -0.6 | 9 | 0 | -2

Full records from above. Order of values: 697 NFkB inh	CCR6 antagonist	XBP1 UPR activ	Mdm2-MdmX inh	Jurkat NFkB inh	UPR CHOP act	Gli-Sufu block	EBI2 block	CXCR6 block
`CCCC1=NN2C(=N)/C(=C\c3cc(C)n(-c4cccc(C)c4)c3C)C(=O)N=C2S1` as listed: 20	30	-2	14	4	2.7	5	0	13
`O=C(CSc1nnc(-c2ccccc2Cl)o1)Nc1ccccn1` as listed: -68	-9	2	-16	-93	-0.4	-61	-6	-13

Taken from above:
Cc1nnc(SCC(=O)NCCc2ccccc2)s1 @ CCR6 antagonist = 6
CCOC(=O)C1CCN(C(=S)Nc2cccc(C)c2)CC1 @ 697 NFkB inh = -16
CCC1CN(S(=O)(=O)c2cc(-c3cc(C)no3)ccc2OC)c2cc(C)ccc2O1 (configuration not stated) @ UPR CHOP act = 2.2
Cc1ccc(C(C)NC(=S)NCc2ccc(F)cc2)c(C)c1 (configuration not stated) @ Jurkat NFkB inh = 12
O=C(COC(=O)CN1C(=O)COc2ccccc21)NCc1ccc(F)cc1 @ UPR CHOP act = 1.4

(further entries)
SMILES | 697 NFkB inh | CCR6 antagonist | XBP1 UPR activ | Mdm2-MdmX inh | Jurkat NFkB inh | UPR CHOP act | Gli-Sufu block | EBI2 block | CXCR6 block
C#CCCOC(=O)Nc1ccccc1 | -32 | -2 | 2 | -19 | -43 | 1.2 | 4 | -9 | 4
COc1cc2cc(C(=O)N(C)C3CCS(=O)(=O)C3)[nH]c2cc1OC (configuration not stated) | 11 | 15 | -3 | -3 | 1 | 0.7 | 23 | 4 | -8
CCN(CC)S(=O)(=O)c1ccc(N2CC(C(=O)Nc3cccc(C(=O)NC4CC4)c3)CC2=O)cc1 (configuration not stated) | nt | 6 | nt | nt | nt | nt | 0 | -5 | -5
COc1ccccc1CNC(=O)COC(=O)c1ccc(C(=O)c2ccccc2)cc1 | 10 | 18 | -1 | 7 | -2 | -0.5 | 11 | 6 | -1
Cc1ccc(NC(=O)CCN2C(=O)c3cccc([N+](=O)[O-])c3C2=O)c(Br)c1 | 11 | 2 | 0 | 7 | -8 | -0.2 | -10 | -23 | -4
COc1cccc(-c2ccc3nnc(SCC(=O)N4CCOCC4)n3n2)c1 | 22 | 14 | 0 | 22 | 17 | 0.2 | -4 | -6 | -10
CCC(C)N(C(=O)COC(=O)c1ccc(=O)n(Cc2ccccc2)n1)C1CCS(=O)(=O)C1 (configuration not stated) | 7 | 13 | 2 | 9 | -9 | -0.9 | -6 | -6 | -5
O=C(CC1SC(=O)N(Cc2cccc3ccccc23)C1=O)Nc1nccs1 (configuration not stated) | -48 | 22 | 0 | 2 | -9 | -0.4 | 6 | 11 | -4
Cc1nn(Cc2ccc(F)cc2)c(C)c1NC(=O)c1cc2ncc(Br)cn2n1 | 26 | -3 | 1 | -17 | 9 | 1.0 | -1 | -37 | -6
CN(C)S(=O)(=O)c1ccc(N2CCCC2)c(C(=O)NCC2CCCCC2)c1 | -30 | 15 | 0 | -29 | -21 | 0.7 | 22 | 10 | 7
CC(C)(C)c1ccc(S(=O)(=O)NCc2ccc(C(=O)N3CCOCC3)cc2)cc1 | -22 | -18 | -1 | -31 | -5 | -0.7 | nt | 1 | 0
CN1CCN(CCCNCc2cn(CCC#N)c3ccccc23)CC1 | -1 | 2 | 0 | -5 | -21 | -1.5 | 5 | -11 | -7
CC(=O)Nc1ccc(NC(=O)c2ccc(-c3ccccc3Cl)o2)cc1 | 1 | -6 | 2 | 13 | -22 | 3.0 | -11 | 1 | -7
O=C1CCSc2ccc(Cl)cc2N1Cc1cccc(Cl)c1 | -5 | 15 | -5 | 22 | 3 | -1.1 | -1 | 4 | 11
O=C(N/N=C/c1ccc(Br)s1)c1ccccn1 | -116 | -1 | 0 | -154 | -123 | 1.0 | -83 | -12 | -2
CC(C)NC(=S)N/N=C/c1sc(N2CCCCC2)nc1-c1cccs1 | -17 | 12 | 0 | 20 | -12 | 7.5 | -11 | 15 | 0
Cc1onc(-c2c(F)cccc2Cl)c1C(=O)OCC(=O)Nc1c(C)n(C)n(-c2ccccc2)c1=O | -21 | -4 | -1 | 0 | -2 | 1.8 | -7 | -17 | -20
Cn1c(CSCCOc2ccccc2)n[nH]c1=S | -6 | -9 | -1 | -14 | 3 | -2.0 | 5 | -1 | -1
COc1cc(OC)c(S(=O)(=O)N2CCN(C(=O)c3ccco3)CC2)cc1NC(C)=O | -54 | -11 | -4 | -12 | -15 | -0.6 | -22 | -8 | 0
COC(=O)c1cc(-c2ccccc2)nc2nc(SC)[nH]c(=O)c12 | -50 | 3 | 4 | -3 | -40 | 0.2 | -2 | -2 | -4
COc1ccccc1N1CCN(C(CNS(C)(=O)=O)c2cccnc2)CC1 (configuration not stated) | 16 | 4 | 1 | 7 | -3 | -1.4 | 4 | -5 | 3
C[C@@]12C(=O)N(CC3CC3)CC(=O)N1[C@H](C1CC1)[C@@H]1C(=O)N(c3ccccc3)C(=O)[C@@H]12 | 4 | -6 | 0 | 22 | 25 | 0.3 | 28 | 14 | -8
Cn1c(NC(=O)c2ccc(F)cc2)nc2ccccc21 | -167 | 29 | 2 | -71 | -119 | 3.4 | -86 | -1 | 12
S=C(Nc1ccc2snnc2c1)N1CCN(c2ccccn2)CC1 | -50 | 14 | -1 | 7 | -9 | -1.3 | -12 | -5 | 8
COc1ccc(NC(=O)CSc2ccc3nnc(-c4ccccn4)n3n2)cc1OC | 6 | 7 | -5 | 0 | 2 | 1.9 | -6 | -3 | 5
Additional records follow.
SMILES | 697 NFkB inh | CCR6 antagonist | XBP1 UPR activ | Mdm2-MdmX inh | Jurkat NFkB inh | UPR CHOP act | Gli-Sufu block | EBI2 block | CXCR6 block
Cc1cnc(C(=O)OCC(=O)NCCCc2ccccc2)cn1 | 2 | -26 | 1 | 3 | -8 | 0.2 | -14 | -1 | 2
CC(C)(C)N1CSC(=S)N(Cc2ccccc2)C1 | 2 | 8 | -1 | 44 | -9 | 86* | 1 | 5 | 17
CCC1CCCCN1C(=O)COc1ccc(N(C)S(=O)(=O)c2ccc(C)cc2)cc1 (configuration not stated) | -33 | 20 | -5 | 2 | -6 | -0.5 | 22 | 15 | 16
Oc1ccccc1-c1n[nH]c(=S)n1Cc1ccco1 | 2 | -2 | -2 | 10 | -14 | -0.7 | -4 | 3 | 10
CCOc1ccc(N2C(=O)CC(N3CCN(c4ccc(Cl)cc4)CC3)C2=O)cc1 (configuration not stated) | -54 | 17 | -4 | 22 | -45 | 0.9 | 10 | 5 | -3
Cc1oc(CN2CCOCC2)cc1C(=O)O | 5 | 5 | 0 | -42 | 5 | -0.3 | -4 | 2 | -3

Compound activity from PubChem BioAssay.
